UPR CHOP act – apoptotic UPR (CHOP) activation | CHO-CHOP luciferase reporter, luminescence; percent of tunicamycin response over DMSO baseline | activation, % at 10 µM | 0.34% of 330,000 active;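 active means at 10 µM dose, activation of 40% or more, normalized to positive control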;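 further: 100% = tunicamycin at 10 µg/mL and 0% = DMSO alone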
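System: CHO-CHOP luciferase reporter cell line; amount: 500 cells/well; buffer or medium: F12 medium containing 10% fetal bovine serum; incubation: 6 h compound exposure at 37 °C after overnight seeding; measured by: luciferase luminescence after 10 min with Steady-Glo reagent; evaluation: % reporter activation, DMSO baseline versus tunicamycin full activation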
Jurkat NFkB inh – inhibitors of the PMA/ionomycin-induced NF-kB reporter in Jurkat cells; PMA/ionomycin-induced NF-kB luciferase reporter, luminescence; inhibition, % at 4 µM; 0.53% of 330,000 active; AID 435003; in the data active means inhibition above about 50%
697 NFkB inh – inhibitors of the PMA/ionomycin-induced NF-kB reporter in 697 B cells; 697 B-cell NF-kB luciferase reporter, 16 h; inhibition, % at 4 µM; 0.33% of 330,000 active; in the data active means inhibition above about 35%
Mdm2 MdmX PPI – disrupts the human Mdm2-MdmX interaction; O15151+Q00987; SaOS-2 split-luciferase Mdm2/MdmX complementation, luminescence; inhibition, % at 8 µM; 3% of 330,000 active;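 active means inhibition of at least 50% at 8 µM in the primary screen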
Gli-Sufu antag – blocks Gli-Sufu signaling in a luciferase reporter | Sufu-KO-LIGHT fibroblasts, Gli luciferase reporter luminescence | inhibition, % at 5 µM | 0.74% of 340,000 active | AID 588413;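 active means inhibition above about 55%, limit read from the data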;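 further: 0% = DMSO-treated cells and 100% = wells with medium but no cells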
EBI2 antag – blocks human EBI2 receptor beta-arrestin signaling; P32249; EBI2 beta-arrestin recruitment, luminescence, 7a,25-OHC stimulated; inhibition, % at 5 µM; 0.81% of 360,000 active; AID 651636; in the data active means inhibition above about 38%;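 further: enzyme fragment complementation signal reports receptor beta-arrestin coupling in cells; 0% = agonist plus DMSO wells and 100% = wells without agonist; some results beyond the cut were filed as inactive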
Target sequence (P32249 whole entry, looked up, the tested form may be a part): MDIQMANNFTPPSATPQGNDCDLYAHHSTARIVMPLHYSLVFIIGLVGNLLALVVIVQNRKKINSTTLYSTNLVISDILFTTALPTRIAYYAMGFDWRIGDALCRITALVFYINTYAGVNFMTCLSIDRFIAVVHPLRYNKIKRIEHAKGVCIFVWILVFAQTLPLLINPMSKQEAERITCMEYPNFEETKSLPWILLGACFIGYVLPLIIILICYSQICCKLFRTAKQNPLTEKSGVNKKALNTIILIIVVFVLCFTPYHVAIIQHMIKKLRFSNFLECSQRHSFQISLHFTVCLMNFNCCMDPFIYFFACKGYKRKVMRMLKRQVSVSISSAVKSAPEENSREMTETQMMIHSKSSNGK
CXCR6 inh – CXCR6 (human) receptor inhibition. O00574. CHO-K1 PathHunter CXCR6 beta-arrestin, luminescence. inhibition, % at 20 µM. 0.36% of 360,000 active; in the data active means inhibition above about 34%, passing the limit was not always enough;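 further: antagonist mode with CXCL16 agonist at 10 nM final; 0% = 10 nM CXCL16 with DMSO and 100% = unstimulated wells without agonist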
Target sequence (O00574 whole entry, looked up): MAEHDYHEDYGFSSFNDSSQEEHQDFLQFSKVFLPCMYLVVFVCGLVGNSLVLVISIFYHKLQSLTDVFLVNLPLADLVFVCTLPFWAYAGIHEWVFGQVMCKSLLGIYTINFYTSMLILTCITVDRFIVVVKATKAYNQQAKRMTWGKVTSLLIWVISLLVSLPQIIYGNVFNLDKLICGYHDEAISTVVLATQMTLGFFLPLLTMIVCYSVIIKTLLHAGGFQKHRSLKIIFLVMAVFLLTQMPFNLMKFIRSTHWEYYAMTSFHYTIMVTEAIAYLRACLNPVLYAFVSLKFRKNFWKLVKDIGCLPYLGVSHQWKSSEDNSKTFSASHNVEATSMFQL
UPR XBP1 act – adaptive UPR (XBP1) activation | CHO-XBP1 luciferase reporter, IRE1-XBP1 UPR activation, luminescence; percent of tunicamycin response, DMSO as zero | activation, % at 20 µM | 0.33% of 330,000 active | AID 463104;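 active means versus positive control, 20 µM dose yields 30% or more activation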;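 further: 100% = tunicamycin at 10 µg/mL and 0% = DMSO only wells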
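Material: CHO-XBP1 cells stably carrying IRE1-XBP1-driven luciferase reporter / Amount: 1000 cells per well / Compound: 20 µM, 1% DMSO / Times: 6 h treatment, 37 °C / Detection: luciferase luminescence / Measure: % activation of reporter signal versus tunicamycin and DMSO controls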
CCR6 antag – antagonists of human CCR6 receptor. 0.49% of 340,000 active. CHO-K1 CCR6 PathHunter beta-arrestin, luminescence, CCL20-stimulated. inhibition, % at 20 µM;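 active means compounds whose inhibition of the agonist-driven luminescence signal at 20 µM reaches about 50%, limit read from the data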;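 further: cells stimulated with CCL20 at 14 nM final; plate controls were DMSO with CCL20 for no effect and DMSO without agonist for full effect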
Target sequence (P51684 whole entry, looked up): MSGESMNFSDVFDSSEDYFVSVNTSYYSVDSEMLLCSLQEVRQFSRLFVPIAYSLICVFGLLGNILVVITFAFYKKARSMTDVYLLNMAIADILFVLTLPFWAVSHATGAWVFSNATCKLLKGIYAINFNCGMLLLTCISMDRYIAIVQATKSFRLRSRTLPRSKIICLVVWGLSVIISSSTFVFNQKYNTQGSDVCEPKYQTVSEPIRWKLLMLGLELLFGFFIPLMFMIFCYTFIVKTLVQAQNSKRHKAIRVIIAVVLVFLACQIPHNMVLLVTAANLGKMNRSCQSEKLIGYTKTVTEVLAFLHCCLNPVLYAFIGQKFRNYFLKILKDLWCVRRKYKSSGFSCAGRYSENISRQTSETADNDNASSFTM
* marks the source's active call; other numbers are inactive results; . = no result given.

SMILES | UPR CHOP act | Jurkat NFkB inh | 697 NFkB inh | Mdm2 MdmX PPI | Gli-Sufu antag | EBI2 antag | CXCR6 inh | UPR XBP1 act | CCR6 antag
Cc1ccc(-c2cc3ccccc3nc2N2CCCC2)cc1 | 0.6 | -17 | -5 | 5 | 5 | 2 | 2 | -6 | 9
Cc1cc(C(=O)NCC2CCCO2)n(-c2ccccc2)n1 (configuration not stated) | 0.6 | -5 | 11 | 6 | 18 | 4 | -9 | -3 | -1
Cc1ccc(S(=O)(=O)NCC(=O)N/N=C/c2ccccc2O)cc1 | -0.5 | 0 | 6 | 24 | -8 | 0 | -10 | -3 | 5
CCC1=NN=C(c2ccc(F)cc2)C(c2c[nH]c3ccccc23)N1O (configuration not stated) | 2.1 | -10 | -24 | -4 | 8 | 3 | 12 | 2 | 22
O=C(CSc1cccc2cccnc12)N1CCCC1 | -8.4 | 13 | -4 | 66* | 20 | 31 | 52* | 10 | 70*
O=C(CN1CCCC1)Nc1c2c(cc3c1CCC3)CCC2 | -0.1 | 7 | 8 | 9 | 8 | -12 | -2 | 0 | 7
CCOc1cc(C(=O)Nc2ccc3c4c(cccc24)C(=O)N3CC)cc(OCC)c1OCC | 0.0 | -9 | 4 | 25 | 24 | -7 | 9 | 3 | -1
CC(Oc1cccnc1[N+](=O)[O-])C(=O)Nc1ccc(F)cc1 (configuration not stated) | -0.7 | -1 | 14 | 17 | -7 | -12 | 4 | -1 | -9
CN(NS(=O)(=O)c1ccc(F)cc1)c1ncc(C(F)(F)F)cc1Cl | -1.1 | 4 | 12 | 25 | -21 | 6 | -2 | 0 | 2
CCOc1ccc(C(=O)NCC(C)C)cc1 | -0.4 | -23 | -18 | -4 | -21 | 10 | -3 | 0 | -3
O=C(COc1ccccc1[N+](=O)[O-])N/N=C/c1ccc(OC(=O)c2ccco2)cc1 | -1.3 | -34 | 8 | -41 | -4 | -31 | 2 | 3 | 10
COc1ccccc1CNC(=O)COc1cccnc1[N+](=O)[O-] | -0.1 | -3 | 0 | 9 | 0 | 12 | -5 | -2 | 1
C/C(=N/NC(=O)CNC(=O)c1cccnc1)c1ccc([N+](=O)[O-])cc1 | -2.8 | -9 | 2 | -7 | 0 | 3 | -4 | -1 | -10
Cc1ccc(CSCCNS(=O)(=O)c2ccc(C)cc2)cc1 | 0.0 | 6 | -4 | -22 | -4 | 7 | -10 | 0 | 0
COc1ccccc1CCc1nnc(CCC(=O)N(C)Cc2ccncc2C)o1 | -1.5 | -5 | -11 | 12 | -3 | -12 | 3 | 2 | 8
CC(C)NC(=O)N(C)C[C@H]1Oc2ccc(NC(=O)Nc3ccc(C(F)(F)F)cc3)cc2C(=O)N([C@H](C)CO)C[C@@H]1C | -0.1 | -28 | -24 | 7 | -14 | -1 | -8 | 0 | 10
CCOc1ccc(-c2noc(CCC(N)=O)n2)cc1OCC | 1.2 | 5 | 19 | 8 | -3 | -3 | 6 | -1 | -13
COc1cc(/C=N/NC(=O)Cc2c[nH]c3ccccc23)cc(OC)c1OC | 0.5 | -18 | 1 | -6 | 4 | -1 | -2 | 1 | 5
COc1ccc(NC(=O)C2CCCN(c3nn4c(=O)cc(C)nc4s3)C2)cc1 (configuration not stated) | 1.5 | 6 | 4 | 15 | -4 | -1 | -3 | 0 | 12
COc1cc(C(=O)NCCc2ncccc2C)ccc1OC1CCN(C(C)=O)CC1 | 1.2 | -8 | 5 | 19 | 1 | -4 | -2 | -4 | 9
CN(C(=O)Cn1nc(C(=O)O)c2ccccc2c1=O)C1(C#N)CCCCC1 | -1.5 | -19 | -12 | -33 | -19 | 10 | 8 | 2 | -5
O=C(CN1CCN(Cc2ccccc2)CC1)NCCNc1ccc([N+](=O)[O-])cn1 | -1.7 | 15 | -4 | 8 | -1 | -4 | -1 | -2 | 1
COc1ccc(Br)cc1/C=N/NC(=O)c1nc(-c2ccccc2)n2c1CCCCC2 | 4.1 | -17 | -9 | 5 | -7 | 6 | 4 | 0 | 20
O=C(Nc1ccc2c(c1)OCO2)c1n[nH]c(=O)c2ccccc12 | 4.8 | -45 | -89 | -54 | . | -6 | -3 | 3 | 0

Compounds shown so far that contain an NH in an aromatic ring:
SMILES | UPR CHOP act | Jurkat NFkB inh | 697 NFkB inh | Mdm2 MdmX PPI | Gli-Sufu antag | EBI2 antag | CXCR6 inh | UPR XBP1 act | CCR6 antag
CCC1=NN=C(c2ccc(F)cc2)C(c2c[nH]c3ccccc23)N1O (configuration not stated) | 2.1 | -10 | -24 | -4 | 8 | 3 | 12 | 2 | 22
COc1cc(/C=N/NC(=O)Cc2c[nH]c3ccccc23)cc(OC)c1OC | 0.5 | -18 | 1 | -6 | 4 | -1 | -2 | 1 | 5
O=C(Nc1ccc2c(c1)OCO2)c1n[nH]c(=O)c2ccccc12 | 4.8 | -45 | -89 | -54 | . | -6 | -3 | 3 | 0

Remaining list, next part.
SMILES | UPR CHOP act | Jurkat NFkB inh | 697 NFkB inh | Mdm2 MdmX PPI | Gli-Sufu antag | EBI2 antag | CXCR6 inh | UPR XBP1 act | CCR6 antag
CCN(CC)C(=O)[C@H]1CC(CC(=O)NCCc2ccccn2)C(=O)N2CCc3c([nH]c4ccc(OC)cc34)[C@]12C (some centres not stated) | 1.0 | . | 9 | 1 | -8 | -5 | -8 | -1 | -1
CCOC(=O)c1sc2cccc(Cl)c2c1N | 0.9 | 5 | 0 | -19 | 0 | -9 | 0 | 3 | -1
CC(C)n1nnnc1SCC(=O)NC1CCCC1 | 1.6 | 5 | 4 | 9 | 19 | -14 | 0 | -6 | 10
COc1ccc2c(OC)cc(-c3ccccc3)nc2c1 | -1.6 | 12 | 0 | 6 | -9 | -8 | -21 | -1 | 13
Cc1cc(Br)ccc1OCCn1ccnc1 | 0.7 | 7 | 6 | 18 | -8 | -7 | -1 | -4 | 4
Cc1nc2nc(SCc3ccccc3)nn2c(C)c1C | 5.2 | -14 | -15 | -11 | -7 | -3 | 4 | 3 | 13
O=C(c1ccccc1)N1CCN(c2ccc([N+](=O)[O-])c(NCc3ccco3)c2)CC1 | -1.8 | -3 | -27 | 11 | -68 | 14 | 16 | -1 | 27
O=C(Nc1cc(C(F)(F)F)ccc1F)C1CCCC1 | 0.5 | -1 | 9 | -1 | -1 | 1 | 4 | 0 | -8
Cc1ccc(NC(=O)N(C2=NCC(C)S2)c2ccccc2)cc1 (configuration not stated) | -0.4 | -24 | -21 | -9 | -7 | -12 | -1 | 0 | 2
CN(C(=O)CSc1nc2ccccc2o1)C1CCCCC1 | 2.4 | -101 | -168 | -144 | -75 | -6 | 8 | 2 | 19
COc1cc(OC)c(C(=O)Nc2ccc(S(=O)(=O)N3CCCCC3)cc2)cc1OC | -0.6 | -6 | -27 | -19 | -5 | 0 | 1 | 2 | 5
O=C(O)Cn1nnnc1-c1ccc(F)cc1 | 0.7 | 3 | 12 | -7 | -2 | -7 | -2 | 0 | 3
O=C(NCCN1CCOCC1)c1ccc2ccccc2n1 | 1.1 | -17 | -18 | 11 | -5 | -7 | -5 | 1 | -16
CC(C)N1C(=O)c2ccc(C(=O)O)cc2C1=O | 0.9 | 10 | -14 | 7 | 4 | -7 | 2 | -1 | -5
Clc1cccc(OCCN2CCNCC2)c1 | -0.9 | -5 | 12 | 2 | 9 | -6 | 4 | -3 | -6
COc1ccc(NS(=O)(=O)c2ccc(N)cc2)nn1 | -2.0 | 6 | 13 | 16 | . | . | . | -5 | .
COc1ccc(CC(=O)OCN2C(=O)c3ccccc3C2=O)cc1 | 3.6 | 7 | 12 | -6 | 4 | -19 | -1 | -1 | 11
O=C(Cc1ccc(Cl)cc1)NCCc1cnc[nH]1 | 3.0 | -11 | 12 | 16 | 15 | -6 | 7 | 1 | -1
CC(C)(C)c1ccc(C(=O)NC(=S)N2CCCC2)cc1 | -0.4 | 3 | 0 | 22 | -12 | -2 | 0 | -1 | 16
COCC(=O)Nc1cc(OC)ccc1OC | 2.8 | -2 | 3 | -5 | -3 | 7 | -1 | 3 | -21
CCO/C=C1/C(=O)N(C(C)=O)c2ccccc21 | -1.6 | -1 | -2 | 7 | -4 | -2 | 3 | -3 | 2
CCCCNC(=O)CCNC(=O)c1ccc(C(C)(C)C)cc1 | -1.3 | 4 | -9 | 10 | -23 | 2 | 5 | -1 | 6
Cn1cc[nH]c1=S | . | . | . | . | 3 | 4 | -2 | . | 5
Cc1ccc(C2=NN(C(=O)CCC(=O)O)C(c3cn(-c4ccccc4)nc3-c3ccc(C)cc3)C2)cc1 (configuration not stated) | 0.5 | 1 | -3 | -6 | 0 | -8 | 4 | 1 | 9
O=C(NNc1ncnc2ccccc12)c1cccc(Cl)c1 | 1.8 | -104 | -100 | -66 | -82 | 6 | 3 | 0 | 12
CC(OC(=O)COc1cccc2c1OC(C)(C)C2)C(=O)Nc1ccc(S(N)(=O)=O)cc1 (configuration not stated) | 2.2 | -9 | 2 | 2 | -19 | 4 | -7 | 0 | -11
COC(=O)C(Cc1ccc(O)cc1)NC(=O)c1ccc2c(c1)OCCO2 (configuration not stated) | 0.8 | -19 | -41 | -8 | -14 | -3 | 6 | -6 | 16
COc1cc(OC)c(NS(=O)(=O)c2cccc(C(=O)OCC(=O)NCC3CCCO3)c2)cc1Cl (configuration not stated) | 1.8 | -3 | 11 | -11 | -13 | -6 | 4 | -2 | 7
COc1ccc(C(=O)NCCN2CCCC2)cc1OC | 0.9 | 1 | -16 | -8 | 3 | -19 | -3 | 5 | 3
COC(=O)[C@@]1(C)[C@H]2C(=O)N(Cc3ccccc3)C(=O)[C@H]2[C@H]2CN=C(SCC(=O)c3ccccc3)N21 | 1.9 | . | -1 | 0 | 1 | 7 | -5 | 6 | 10
COc1ccc(OC)c(/C=N/NC(=O)c2nnn(-c3nonc3N)c2-c2cccs2)c1 | 3.0 | -8 | -18 | 2 | -2 | 7 | 0 | -4 | 14
CNc1ncc(Cc2ccccc2)s1 | 2.1 | 4 | 1 | -23 | 7 | -12 | -2 | 8 | -13
CCOC(=O)Cc1csc(NC(=S)NC(=O)c2ccc(C)cc2)n1 | -3.3 | -5 | 70* | 16 | 28 | -1 | 14 | 1 | 30
Cc1c(C(=O)N(C)C2CCCCC2)sc2ncnc(N3CCN(c4ccccc4)CC3)c12 | 1.5 | 1 | -10 | 17 | 22 | 24 | 13 | -4 | 5
CC1(C)C(=O)Nc2ccccc2N1C(=O)COC(=O)Cn1cnc2ccccc2c1=O | -1.7 | 7 | 1 | -5 | -6 | -8 | 7 | 1 | 5
O=C(O)/C(=C\c1ccc(F)cc1)c1ccc(-c2ccccc2)cc1 | -1.9 | 6 | 5 | 13 | -21 | 0 | -7 | 1 | 7
Cc1cc(C=O)c(C)n1-c1ccc(N2CCCC2)c([N+](=O)[O-])c1 | -3.0 | 6 | 21 | 29 | 10 | -1 | 9 | -2 | 7
COc1ccc(NC(=O)Nc2sc(NS(=O)(=O)c3ccccc3)nc2C)cc1 | -0.2 | 4 | 9 | -1 | 1 | -2 | -8 | -2 | 12
CCOC(=O)c1c(NC(=O)CSc2nnc(-c3ccc(Cl)cc3)o2)sc2c1CCC2 | 1.5 | 5 | 22 | 20 | -10 | 4 | 9 | -1 | 20
CCN(CC)CCN(C(=O)CCOc1ccccc1)c1nc2c(F)cc(F)cc2s1 | -1.0 | 3 | 14 | -7 | 4 | 9 | -12 | -2 | 5
Cn1c(SCC(=O)Nc2ccc3nc(SCC(=O)N4CCCC4)sc3c2)nnc1-c1ccc(N)cc1 | . | . | . | . | 3 | -2 | -11 | . | -11

Compound activity as filed in PubChem BioAssay.
